# Screens deposited in PubChem BioAssay by NCI.
# Growth percent in the NCI-60 one-dose screen (48 h, 10 µM unless noted): 100 = growth as untreated, 0 = no growth, -100 = all killed.
# OVCAR-8 = OVCAR-8 ovarian cancer | actives 4.4% (n = 81,000)
# OVCAR-3 = OVCAR-3 ovarian cancer; actives 7% (n = 79,000); AID 1794787
# KM12 = KM12 colon cancer cells | actives 5% (n = 82,000) | AID 1794800
# PC-3 = PC-3 prostate cancer cells. actives 3.9% (n = 80,000)
# OVCAR-5 = OVCAR-5 ovarian cancer | actives 2.9% (n = 82,000) | AID 1794783
# OVCAR-4 = OVCAR-4 ovarian cancer cells | actives 3.7% (n = 80,000)
# HCC-2998 = HCC-2998 colon cancer; actives 4.7% (n = 79,000); AID 1794799
# SW-620 = SW-620 colon cancer | actives 5.2% (n = 82,000)
# DU-145 = DU-145 prostate cancer; AID 1794760; actives 4.2% (n = 81,000)
# The depositor's hits bear a star; . = no result given; & = joins results of further samples. How the source made its calls: active means growth percent below 10; inactive means the rest. Rows were taken by chance, and some 10% of all compounds hit somewhere here.
structure	OVCAR-8	OVCAR-3	KM12	PC-3	OVCAR-5	OVCAR-4	HCC-2998	SW-620	DU-145
CO[C@@]1(NC(=O)Cc2cccs2)C(=O)N2C(C(=O)O)=C(COC(N)=O)CS[C@@H]21	100	122	113	96	103	100	106	109	121
CCc1cccc(CC)c1NC(=O)OCCN(CC)CC	102	117	103	102	104	116	108	116	114
COC(=O)C1=C(N)N(c2ccccc2)C2=C(C(=O)CC(C)(C)C2)C1c1cccc(Cl)c1 (stereo not drawn)	89	99	75	66	94	83	92	94	96
Cc1ccc(S(=O)(=O)Nc2ccc3nc(C)oc3c2)cc1	96	88	85	87	97	85	98	99	98
CN1CCN(CC#CCN=C[C@]23CCC(C)(C)C[C@H]2C2=CC[C@@H]4[C@@]5(C)CCC(=O)C(C)(C)[C@@H]5CC[C@@]4(C)[C@]2(C)CC3)CC1	106	115	99	80	107	96	99	103	110
Cc1ccc(/C=C2\C(=O)N(C)c3ccccc32)s1	92	99	102	.	100	99	104	96	103
O=C1c2c(O)cccc2Cc2cccc(O)c21	.	106	105	83	104	.	103	107	113
CCCCn1c(C)cc(C)c(C#N)c1=O	101	125	103	102	98	103	106	104	108
CCOC(=O)/C(C#N)=N\Nc1ccccc1	99	111	105	98	102	101	103	109	109
O=C(O)c1ccc(-n2cc(CNc3ccc(Cl)c(Cl)c3)c(-c3ccc(F)cc3)n2)cc1	86	85	86	80	108	93	97	104	95
CC1(C[N+](=O)[O-])CCCC(=O)C1 (stereo not drawn)	104	118	107	94	106	93	115	109	119
CCOC(=O)/C=C1\SC(=Nc2ccc(C#N)cc2)N(CCN2C(=O)/C(=C/C(=O)OCC)SC2=Nc2ccc(C#N)cc2)C1=O	5.4*	7.1*	23	40	84	51	21	9.6*	42
COc1ccc(/C=C/C(=O)c2ccc(NC(=O)CSc3nnc(-c4ccc(OC)c(OC)c4)n3-c3ccccc3)cc2)cc1	11	60	61	53	112	91	95	10	41
CCCC(CCC)NCC(O)c1cc(-c2ccc(C(F)(F)F)cc2)nc(C(F)(F)F)c1 (stereo not drawn)	-63*	-83*	-85*	-47*	-38*	.	.	-57*	-26*
CSc1ccc(N=Cc2ccccc2O)cc1	92	110	89	88	87	89	106	103	112
CCOC(=O)CCCN1C/C(=C\c2ccc(OC)cc2)C(=O)c2ccccc21	96	108	115	97	113	105	115	97	111
CCOC(=O)c1cc2ccc(OCC(=O)N3CCOCC3)cc2oc1=O	108	111	104	98	110	112	114	109	112
Cc1c(Nc2n[nH]c(=S)s2)c(=O)n(-c2ccccc2)n1C	106	.	.	96	101	110	104	106	112
Clc1ccc2c(c1)C1CC2CCCN1Cc1ccccc1 (stereo not drawn)	102	107	115	88	101	87	100	103	103
Cc1nn(-c2nc3ccccc3[nH]2)c2c1C(c1ccc(OCc3ccc(F)cc3)cc1)CC(=O)N2 (stereo not drawn)	54	51	42	44	98	98	99	80	96
O=C(O)c1c2c(nc3ccccc13)CCCC2	93	98	99	99	96	110	110	102	106
CCCCCCCCS(=O)C(C)Cc1ccc2c(c1)OCO2 (stereo not drawn)	102	114	109	91	105	110	104	105	112
COC(=O)[C@@]1(C)CC[C@]2(C)CC[C@]3(C)C(=CC(=O)[C@@H]4[C@@]5(C)CC[C@H](OC6C[C@@H](O)[C@@H](O)C(O)O6)C(C)(C)[C@@H]5CC[C@]43C)[C@@H]2C1 (stereo partly drawn)	69	44	51	31	115	33	74	57	47
CCN1CCN(Cc2ccc(NC(=O)c3cc4ccc5cccnc5c4[nH]3)cc2)CC1	98	112	99	89	92	86	107	96	109
C=C(C)[C@@H]1CC[C@]2(C(=O)OCCOCCOCC[P+](c3ccccc3)(c3ccccc3)c3ccccc3)CC[C@]3(C)[C@H](CC[C@@H]4[C@@]5(C)CC[C@H](C)C(C)(C)[C@@H]5CC[C@]43C)[C@@H]12	-81*	-92*	-81*	-85*	-72*	-86*	-86*	-83*	-92*
O=C(O)C1=NN(c2cccc([N+](=O)[O-])c2)C(=O)C1	98	106	92	87	97	105	95	93	116
CC(C)N1C(=O)NC2C1NC(=O)N2C(C)C (stereo not drawn) (tested in a mixture with another compound)	93	131	106	96	111	114	108	104	120
COc1ccc(-c2nc(SCC(=O)NCCc3ccc(S(N)(=O)=O)cc3)[nH]c(=O)c2C#N)cc1	106	111	106	97	105	115	107	106	107
CCOc1ccc(Br)cc1/C=C(\C#N)c1ccc([N+](=O)[O-])cc1	70	66	94	71	95	45	.	87	80
CCCCCC1(C)NC(C)(C)CO1 (stereo not drawn)	96	104	102	101	113	122	112	109	105
CC(=O)Cn1cc(-c2ccccc2)nn1	92	109	106	96	108	119	106	100	109
CC1=CC(C)(C)NC(=S)N1c1ccc(N(C)C)cc1	134	106	103	.	97	.	94	103	112
COC(=O)C(=O)C(/C=N/C(=S)NC1CCCCC1)=C(\O)c1ccc(F)cc1	102	114	104	86	112	122	105	98	112
CCN(CC)CCN(C(=O)CCc1ccccc1)C1CCCCC1	100	111	101	93	99	104	116	108	109
CC(=O)O[C@]1(C(C)=O)CCC2C3C[C@H](C)C4=CC(=O)CC[C@]4(C)C3CC[C@@]21C (stereo partly drawn)	92	115	103	68	91	93	106	112	117
CC(C)CCOCC(O)CNCCN (stereo not drawn)	107	121	106	100	109	108	122	109	104
CCCCNC(=O)c1ccc([N+](=O)[O-])cc1	101	106	108	80	103	95	97	99	112
COC(=O)CC[C@H](C)[C@H]1CC[C@H]2[C@@H]3CC[C@@H]4C(c5nc6ccc(Cl)cn6c5NC(C)(C)C)=C(Cl)CC[C@]4(C)[C@H]3CC(=O)[C@]12C	78	67	83	45	78	60	90	74	86
CCCCCc1ccncc1	105	124	114	105	107	109	108	117	125
CC1(C)CCCC(C)(C)N1c1ncnc2sc3c(c12)CCN(Cc1ccccc1)C3	98	113	98	105	99	103	98	105	103
NC(CS)C(=O)NNc1n[nH]c(=S)n1N (stereo not drawn)	103	110	106	100	96	106	103	96	109
C=C(C)COC(=O)c1ccccc1C(=O)OCC1(C)CO1 (stereo not drawn)	96	108	112	104	97	110	.	105	104
CCOC(=O)C1CCCN(Cc2nc3sc4c(c3c(=O)[nH]2)CCC(C)C4)C1 (stereo not drawn)	108	99	103	100	102	99	125	103	103
CN(CCCOS(C)(=O)=O)CCCOS(C)(=O)=O	95	101	99	106	106	120	103	104	107
C=C(C)[C@@H]1CC[C@]2(C(=O)N3CCCNCC3)CC[C@]3(C)[C@H](CC[C@@H]4[C@@]5(C)CCC(=O)C(C)(C)[C@@H]5CC[C@]43C)[C@@H]12	96	99	99	78	106	92	103	94	94
CC1=C(C)C(=O)C(Nc2ccc(C)cc2)=C(Cl)C1=O	105	106	100	87	101	99	.	102	108
Cc1cc(Nc2cccc(C(F)(F)F)c2)n2c(nc3ccccc32)c1C#N	43	39	21	22	78	35	46	24	54
OC(c1ccccc1)c1ccccn1 (stereo not drawn)	96	105	102	90	108	116	104	102	110
O=C(Nc1ccc(Cl)cc1)c1ccc(Cl)cc1Cl	93	90	71	77	103	86	111	91	107
COc1ccc(/C(C)=N/N=C2C(=O)N(Cc3ccccc3)c3ccccc32)cc1S(N)(=O)=O	92	82	98	81	90	82	104	99	96
C=CCn1c(SCC(=O)c2ccccc2)nnc1-c1c[nH]c2ccccc12	95	115	112	89	103	97	111	96	109
Cc1cc(C)c(C)c(C(=O)OC(C)C)c1C	102	104	102	97	92	104	120	93	111
CC1(C)OCC(C2OC2C2COC(C)(C)O2)O1 (stereo not drawn)	106	107	103	100	90	117	106	110	104
CCN1C(=O)N(CC)C2C1NN=c1s/c(=C\c3cccnc3)c(=O)n12 (stereo not drawn)	36	-23*	19	21	42	44	27	27	17
Cc1cc(-c2cc(C)c(N)cc2S(=O)(=O)O)c(S(=O)(=O)O)cc1N	110&98	103&120	96&112	90&82	98&106	106&105	97&97	104&111	99&119
C=C1SCCC1NC(C)=O (stereo not drawn)	105	105	102	106	93	107	98	96	106
CN(C)c1ccc(/C=N\Nc2cc(=O)[nH]c3ccc(Cl)cc23)cc1	93	108	104	86	101	121	104	86	123
CC(=O)OC(C)c1cccc(C#N)c1 (stereo not drawn)	103	111	104	96	104	109	107	98	108
CC(=NNc1ncnc2ccccc12)c1ccc(S(C)(=O)=O)cc1	98	118	102	88	111	122	111	104	115
Cc1cn(C2CCCO2)c(=O)nc1N (stereo not drawn)	108	124	104	105	94	107	114	103	115

# Of the compounds above, seven have a cyano group.
structure	OVCAR-8	OVCAR-3	KM12	PC-3	OVCAR-5	OVCAR-4	HCC-2998	SW-620	DU-145
CCCCn1c(C)cc(C)c(C#N)c1=O	101	125	103	102	98	103	106	104	108
CCOC(=O)/C(C#N)=N\Nc1ccccc1	99	111	105	98	102	101	103	109	109
CCOC(=O)/C=C1\SC(=Nc2ccc(C#N)cc2)N(CCN2C(=O)/C(=C/C(=O)OCC)SC2=Nc2ccc(C#N)cc2)C1=O	5.4*	7.1*	23	40	84	51	21	9.6*	42
COc1ccc(-c2nc(SCC(=O)NCCc3ccc(S(N)(=O)=O)cc3)[nH]c(=O)c2C#N)cc1	106	111	106	97	105	115	107	106	107
CCOc1ccc(Br)cc1/C=C(\C#N)c1ccc([N+](=O)[O-])cc1	70	66	94	71	95	45	.	87	80
Cc1cc(Nc2cccc(C(F)(F)F)c2)n2c(nc3ccccc32)c1C#N	43	39	21	22	78	35	46	24	54
CC(=O)OC(C)c1cccc(C#N)c1 (stereo not drawn)	103	111	104	96	104	109	107	98	108

# (listing goes on)
structure	OVCAR-8	OVCAR-3	KM12	PC-3	OVCAR-5	OVCAR-4	HCC-2998	SW-620	DU-145
COc1ccccc1C(=O)NNC(=O)CSc1nc2c(c(=O)[nH]1)CCCC2	109	102	95	83	108	105	108	112	104
O=C(CSc1nnc(-c2ccc3nc(-c4ccc(Cl)cc4)[nH]c3c2)o1)Nc1ccc(Cl)cc1	-18*	-15*	-13*	-7.7*	-10*	-47*	19	-70*	2.3*
Fc1ccc2nc(-c3cnn4cccnc34)sc2c1	84	84	80	84	101	63	83	94	103
NC(=O)n1c(=O)n(-c2cccc(C(F)(F)F)c2)c(=O)c2cc(-c3ccc(F)cc3F)ccc21	8.4*	.	5.2*	-12*	44	28	11	14	23
CS(=O)(=O)c1ccc(-n2nc(C(=O)Nc3ccc(S(N)(=O)=O)cc3)cc2-c2ccccc2)cc1	101	100	102	109	104	98	107	103	107
Nc1nnc(-c2c[nH]c3ncc(Br)cc23)c(-c2c[nH]c3ccc(Br)cc23)n1	34	4.4*	38	27	62	48	76	20	32
OCC(O)COc1ccc(Cl)cc1Cl (stereo not drawn)	92	110	106	97	101	101	98	114	110
CCCCCCCCOC(=O)c1cc(Cl)cc(-c2ccccc2)c1O	123	111	104	94	99	104	100	102	109
CC1=N/C(=C\c2ccc(Cl)cc2)C(=O)N1CCc1ccc(S(N)(=O)=O)cc1	100	106	104	98	95	103	120	105	111
O=C(O)c1cn(C2CC2)c2cc(N3CCN(Cn4nc(-c5ccccn5)n(-c5ccccc5)c4=S)CC3)c(F)cc2c1=O	100	114	105	93	106	106	94	100	106
CC(=O)c1ccc(NS(=O)(=O)c2ccc(N)cc2)cc1	101	104	106	96	97	111	106	103	107
c1ccc(CCn2nnc3c(Nc4ccc(N5CCOCC5)nc4)ncnc32)cc1	107	95	73	77	102	97	107	91	106
COc1cc2nc(Cl)nc(Nc3cccc(C4=NN(C(C)=O)C(c5ccc(Br)cc5)C4)c3)c2cc1OC (stereo not drawn)	84	87	83	54	92	85	101	96	84
Cc1nc2ccccc2o1	112	118	93	94	89	101	91	106	115
C=CCC(O)CCCCC (stereo not drawn)	103	109	99	91	103	110	101	104	105
CC12CCC3c4ccc(O)cc4CCC3C1CCC2O (stereo not drawn)	103	103	97	81	112	100	.	104	101
O=S(=O)(c1ccc(NC(=S)N2CCCCC2)cc1)N1CCCCC1	125	104	103	78	97	93	126	97	99
CCCCc1nc2c(N)nc3ccccc3c2n1Cc1ccc(CO)cc1	95	100	100	90	93	88	101	101	101
COc1ccc2[nH]cc(-c3nnc(N)nc3-c3cn(C)c4ccc(F)cc34)c2c1	98	114	111	102	96	102	107	101	116
Cc1ccc(NC(=O)N[C@@H](Cc2cc(F)cc(F)c2)C(=O)N[C@@H]2C(=O)N3CCC[C@H]3C(=O)N3CCCC[C@H]3C(=O)N[C@@H](C)C(=O)N3C[C@H](C)C[C@H]3C(=O)O[C@H]2C)cc1	19	20	38	16	35	11	25	36	29
C/C(=N\Nc1ccccc1)c1ccc(NC2=CC(=O)c3ccccc3C2=O)cc1	60	15	44	40	73	43	78	48	51
CC(C)OP(=O)(O)c1ncc(-c2ccc(C(F)(F)F)cc2)c(NC2CCCCCC2)n1	52	12	48	24	85	52	90	55	90
Nc1c(-c2nc3ccccc3[nH]2)nnn1-c1ccc(Cl)cc1	90	116	87	93	.	91	117	102	91
CCCCCCCCCCOC(=O)c1nn(C(C)=O)c2ccccc12	94	102	98	94	104	106	99	102	108

# Given field by field: entries from further up.
O=S(=O)(c1ccc(NC(=S)N2CCCCC2)cc1)N1CCCCC1
  OVCAR-8: 125; OVCAR-3: 104; KM12: 103; PC-3: 78; OVCAR-5: 97; OVCAR-4: 93; HCC-2998: 126; SW-620: 97; DU-145: 99

CC(=O)c1ccc(NS(=O)(=O)c2ccc(N)cc2)cc1
  OVCAR-8: 101; OVCAR-3: 104; KM12: 106; PC-3: 96; OVCAR-5: 97; OVCAR-4: 111; HCC-2998: 106; SW-620: 103; DU-145: 107
